# mcGAS RapidFire: inhibitors of mouse cGAS; Q8C6L5; inhibition, % at 12.5 µM; recombinant mouse cGAS, cGAMP by RapidFire MS; actives 0.18% (n = 130,000);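 active = inhibition of cGAS enzyme activity at or above 60%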;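 note: enzyme stimulated by 45 bp dsDNA with ATP and GTP substrates; cGAMP share of summed cGAMP plus half ATP and half GTP signals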
# Target sequence (Q8C6L5 whole entry, looked up): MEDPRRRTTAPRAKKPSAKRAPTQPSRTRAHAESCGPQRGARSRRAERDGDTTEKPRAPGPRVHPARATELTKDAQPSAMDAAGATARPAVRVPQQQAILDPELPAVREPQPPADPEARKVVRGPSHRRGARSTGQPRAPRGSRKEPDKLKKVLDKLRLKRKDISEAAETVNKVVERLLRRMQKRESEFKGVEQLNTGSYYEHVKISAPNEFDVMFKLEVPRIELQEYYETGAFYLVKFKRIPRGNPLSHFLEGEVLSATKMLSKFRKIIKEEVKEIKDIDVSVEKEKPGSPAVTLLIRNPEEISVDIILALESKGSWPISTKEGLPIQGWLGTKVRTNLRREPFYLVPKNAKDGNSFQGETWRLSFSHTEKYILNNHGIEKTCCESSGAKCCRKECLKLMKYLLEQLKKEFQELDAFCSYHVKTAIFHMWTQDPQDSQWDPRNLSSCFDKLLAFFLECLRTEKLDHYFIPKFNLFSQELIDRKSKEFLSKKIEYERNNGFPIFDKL
# An asterisk follows results filed as active. Not all compounds are listed, so the mix of outcomes need not match the whole.
SMILES,mcGAS RapidFire
CC(C)N(C)CC(=O)N(CC1CCCO1)C1CCSC1 (stereo unspecified),4.8
COC(=O)c1[nH]ncc1CN1CCN(Cc2cc(C)cc(C)c2)C(=O)C1,-19.2
Nc1nc(N)nc(COc2ccc(Cl)cc2Br)n1,-4.6
Nc1nc(-c2cccnc2)cs1,0.0
CC(C)c1ccc2nc(-c3ccc(CN4C(=O)CNC4=O)cc3)[nH]c(=O)c2c1,-9.0
CCCn1c(SC(C)c2ccc(F)cc2)n[nH]c1=O (stereo unspecified),0.6
CCOc1ccc(NC(=O)N(CC)C(CC)c2ccncc2)c(C)c1 (stereo unspecified),-8.3
CCOC(=O)N1CCN(c2nc(Nc3ccc(C)c(C)c3)c3nccnc3n2)CC1,-16.8
COc1ccc(-c2ccc(=O)n(Cc3ccc(Cl)cc3)n2)cc1OC,-9.1
Oc1ccccc1N1CCN(CCN2CCCc3ccccc32)CC1,-15.2
O=C1C(=O)N(CC(=O)N(C2=CCCCC2)C2CC2)C(=O)N1CCC1=CCCCC1,0.0
Cc1cc(NC(=O)CN(C)Cc2ccc(-c3ccc(Cl)cc3)o2)no1,-4.9
CC(C(=O)NCCc1n[nH]c2c1CCCC2)n1cnc2ccccc21 (stereo unspecified),-5.6
CN(CCCc1nccn1C)Cc1cc2n(n1)CCNC2,-1.0
CN(CC(=O)NC(C)(C)C)CC1(O)CCCC1,2.2
CCOc1cccc(CO)n1,-7.7
CCOc1cn(C)c(C(=O)Nc2ccc3c(c2)OCO3)cc1=O,-3.4
Cc1c(C=C2CC(C)CC(=Cc3cc(C#N)n(C)c3C)C2=O)cc(C#N)n1C (stereo unspecified),-8.4
O=S(=O)(N1CCOCC1)N1CCC(c2cccc3ccccc23)CC1,4.5
CCC1CCC(NC(C)c2ccc(F)cc2)CC1 (stereo unspecified),7.3

# Four structures from above, sorted by heavy-atom count, smallest number first.
SMILES,mcGAS RapidFire
CC(C)N(C)CC(=O)N(CC1CCCO1)C1CCSC1 (stereo unspecified),4.8
Oc1ccccc1N1CCN(CCN2CCCc3ccccc32)CC1,-15.2
COC(=O)c1[nH]ncc1CN1CCN(Cc2cc(C)cc(C)c2)C(=O)C1,-19.2
CCOC(=O)N1CCN(c2nc(Nc3ccc(C)c(C)c3)c3nccnc3n2)CC1,-16.8

# (more compounds)
SMILES,mcGAS RapidFire
CC(C)Cc1cc(C(=O)NC(Cn2ccnc2)c2ccccc2)n(C)n1 (stereo unspecified),-4.2
O=C(Nc1ccc(SCc2ccccn2)nn1)c1ccco1,-4.2
CC(C)Cc1noc(CN2CCC3CCC(C2)N3C)n1 (stereo unspecified),-10.6
Cc1ccc(C(=O)Nc2ccc(N3CCNC(=O)C3)c(Cl)c2)cc1,-6.9
Cc1cc(-c2ccccc2)c(C#N)c(=O)n1C(=O)c1ccco1,0.7
CCn1nc(C(C)C)cc1-c1n[nH]c(Cc2ccccc2)n1,-12.0
Cc1ccoc1C(=O)NNC(=O)c1cccc(S(=O)(=O)N(C)C)c1,-4.2
NC(=O)CC1C=CS(=O)(=O)C1 (stereo unspecified),-6.1
CC(=O)Nc1ccccc1C(=O)N1CCN(c2ccc(F)cc2)CC1,-3.0
COCC(NC1CCC2(CCNCC2)CC1)c1ccnn1C (stereo unspecified),-5.6
c1ccc2c(c1)-c1ccccc1C2N1CCOCC1,1.7
CNc1ccccc1C(C)(C)c1cc(-c2cccs2)n[nH]1,-5.7
O=C(NNC(=O)C1CCC1)c1sc2ccccc2c1Cl,-2.3
O=C(NCc1ccc(-n2cncn2)cc1)c1cccc2c1OCC2,-8.7
O=C(c1[nH]c2ccccc2c1Br)N1CCCCCCC1,-2.2
Cc1ccsc1-c1c2c(nc3sc(C#N)c(N)c13)CCCC2,-16.7
CC(C)c1n[nH]c2c1CN(C(=O)c1ccc(C#CC(C)(C)O)o1)CC2,-19.4
CNC(=O)c1ccc(CN(C(=O)COc2ccc(Br)cc2F)C2CC2)cc1,-5.2
Cc1nc(-n2cnnc2S(C)=O)c2c3c(sc2n1)CCCC3 (stereo unspecified),-0.7
O=C1CCCCCN1CCCNC(=O)N1CCC(Cc2ccccc2)CC1,-4.1

# Quoted at random: 4 entries already listed
SMILES,mcGAS RapidFire
Cc1ccoc1C(=O)NNC(=O)c1cccc(S(=O)(=O)N(C)C)c1,-4.2
CCn1nc(C(C)C)cc1-c1n[nH]c(Cc2ccccc2)n1,-12.0
O=C1C(=O)N(CC(=O)N(C2=CCCCC2)C2CC2)C(=O)N1CCC1=CCCCC1,0.0
NC(=O)CC1C=CS(=O)(=O)C1 (stereo unspecified),-6.1

# The list continues.
SMILES,mcGAS RapidFire
COc1cc([N+](=O)[O-])ccc1N1C(=O)C2C3C=CC(C3=C(C)C)C2C1=O (stereo unspecified),-1.1
CC(C(=O)N(Cc1cscn1)c1ccccc1)S(C)(=O)=O (stereo unspecified),-5.2
CC1CCN(CN2C(=O)NC(C)(CCc3ccc(OC(F)F)cc3)C2=O)CC1 (stereo unspecified),-4.8
Cc1ncsc1C(=O)OCCC1CCCO1 (stereo unspecified),-0.5
O=C(Nc1nnc(C2CC2)s1)[C@H](Cc1ccccc1)NC(=O)N1CCOCC1,-4.4
NC(=O)[C@@H]1Cc2ccccc2CN1C(=O)C1=NOC(c2ccccc2)C1 (stereo partly specified),-18.8
CCc1ccc(-c2nc(C(=O)NNC(=O)N3CC(C)OC(C)C3)cs2)cc1 (stereo unspecified),-1.0
COC(=O)c1ccc(C(=O)OC)c(NC(=O)c2nn(-c3ccccc3)c(=O)cc2OC)c1,-29.5
Cc1cccc(N2CCN(c3cc(C)cc4ncnn34)CC2)c1,-3.9
CCOC(=O)CN(C)C(=O)CC(c1ccccc1)c1ccccc1C (stereo unspecified),-1.4
CN1CCN(c2ccc(C(=O)N3CCC(N4CCOCC4)CC3)cn2)CC1=O,-17.5
COC(=O)c1c(NC(=O)c2cnn3c(C(F)(F)F)cc(-c4ccccc4)nc23)sc2c1CCCCC2,9.5
CCOc1ccc(N2CCN(C(=O)c3ccc(C(F)(F)F)cc3)C(C)C2=O)cc1 (stereo unspecified),1.0
O=C(C1CCN(S(=O)(=O)c2ccc3c(c2)CCC3)CC1)N1CCCC1,-4.3
Cc1ccc(-n2nnnc2SCc2cc3c(cc2Br)OCO3)c(C)c1,-9.0
CCCCc1nc(C)c(C(=O)N(C)Cc2c(C)noc2C)s1,-7.6
N#Cc1cnn(C(=O)COc2ccc(Cl)cc2)c1N,-0.1
Nc1cnc(-c2ccc(-c3ccn[nH]3)cc2)cn1,-5.6
CN(C(C1CC1)C1CC1)S(=O)(=O)c1c[nH]c2ncccc12,-5.9
CC(C)S(=O)(=O)c1ncc(CN2CCc3sccc3C2)n1CCc1ccccc1,-5.6

# By substructure, the entries above containing an aryl methoxy group
SMILES,mcGAS RapidFire
COc1ccc(-c2ccc(=O)n(Cc3ccc(Cl)cc3)n2)cc1OC,-9.1
COc1cc([N+](=O)[O-])ccc1N1C(=O)C2C3C=CC(C3=C(C)C)C2C1=O (stereo unspecified),-1.1
COC(=O)c1ccc(C(=O)OC)c(NC(=O)c2nn(-c3ccccc3)c(=O)cc2OC)c1,-29.5

# Following part
SMILES,mcGAS RapidFire
NC(=O)C1CN(C2CCCCc3ccccc32)CCO1 (stereo unspecified),2.9
Cn1ccnc1CN(Cc1cc(F)c(F)c(F)c1)C1CC1,-16.3
CCNc1ncc(C(=O)N2CCC(c3[nH]ncc3Cc3ccccc3)CC2)cn1,-6.4
Cc1cc(=O)[nH]c(-n2nc(C)c(CCC(=O)Nc3cccc(Cl)c3C)c2C)n1,-3.1
OC(CNC12CC3CC(CC(C3)C1)C2)COCc1ccco1 (stereo unspecified),-8.4
Cc1cc(C(=O)n2nc(C(F)(F)F)nc2N)c(C)n1CC1CC1,-6.7
O=C(Nc1ccccc1C(=O)NCC1CCCO1)c1ccco1 (stereo unspecified),-4.3
O=C(NCc1cccc(Cl)c1)c1ccccc1OC(F)F,13.5
N#Cc1ccc(F)c(CSCc2cccc(OCC(N)=O)c2)c1,-8.5
C=c1occc1=C1NN=C(SC(CC)C(=O)Nc2ccc(F)cc2)O1 (stereo unspecified),-3.5
CCOC(=O)C1=C(CC)Nc2ccccc2N=C1NC(=O)CCN1C(=O)C2CCCCC2C1=O (stereo unspecified),-7.9
Cc1cccc(Oc2cc(N3CCNC(C)C3)ncn2)c1 (stereo unspecified),-1.2
NC(=O)C1CCN(C(=O)c2cc3c(F)cccc3s2)CC1,-17.4
COc1ccc(S(=O)(=O)N2CCSC2c2ccc(Cl)cc2)cc1 (stereo unspecified),-1.7
N#CCSc1nnc(-c2c[nH]c3ccccc23)n1C1CC1,-5.1
CCCc1cc(C(=O)N2CCC3(CC2)c2ccccc2[C@@H](N)[C@@H]3O)no1,7.2
N#Cc1nc2n(c1C#N)CN(CCc1ccc(Cl)cc1Cl)CN2,6.2
CS(=O)(=O)NC1CCN(Cc2cccn2-c2ccc(Cl)cn2)CC1,-14.7
CCOC(=O)C(C)/C(C)=N\NC(=O)CCC(=O)Nc1cc(C)ccc1C (stereo unspecified),-10.7
CCn1nc(C(C)C)cc1C(=O)NCC1CCCN(S(C)(=O)=O)C1 (stereo unspecified),-19.1
CCn1c(C2CCN(c3cc(C)nc4ccccc34)CC2)nn(C)c1=O,-12.0
CCC(C(=O)N1CCn2c(nnc2C(=O)N2CCCCC2)C1)c1ccccc1 (stereo unspecified),-9.9
C=CC[C@@H]1CC=C[C@@H](c2ccccc2)N1Cc1cnc(C)[nH]1,-10.6
CCN(CC)c1ncccc1CNc1ccnc(N)n1,-12.8
Cc1ccsc1C(=O)N1CCC1(C)C(=O)NS(=O)(=O)c1ccccc1Cl (stereo unspecified),-9.1
Fc1ccc(CSc2nnc3n2CCCN3)cc1,-6.1
O=C(c1nnc2n1CCN(Cc1cc3ccccc3o1)C2)N1CCCCC1,-18.1
CCOc1ccc(OCCCCOc2ccc(F)cc2)cc1,-2.6
COC(=O)CCC/C=C1/SCC(NC(=O)c2ccccc2)C1O (stereo unspecified),-28.6
CCN(C(C)c1ccc(C#N)cc1)S(=O)(=O)c1ccc(Cl)c(Cl)c1 (stereo unspecified),4.7
CC1=NN(CC=Cc2ccccc2)c2nc3c(c(=O)n(C)c(=O)n3C)n2C1C (stereo unspecified),-1.7
CCOC(=O)CCC(=O)N(NC(=O)C(O)(CC)CC)c1ccccc1,-3.0
Cc1sc2nc(CN3CCCC3)nc(-n3cnnc3C#N)c2c1C,1.1
CC(C)NC(=O)c1cc(N)ccc1N1CCC(Cc2ccccc2)CC1,-4.1
CC(NC(=O)CCN1CCCCCCC1)c1nc(-c2ccccn2)no1 (stereo unspecified),-14.6
CCOC(=O)Nc1cc(=O)c2ccccc2o1,0.6
COc1ccc(-c2nc3c(n2O)CCc2c-3no[n+]2[O-])cc1OC,-25.0
Cc1ccc(-c2nnn(C(C)C(=O)N(CCC#N)c3ccccc3)n2)cc1 (stereo unspecified),-5.6
CCS(=O)(=O)NCCN1CCC(C(F)(F)F)(C(F)(F)F)C1,-4.4
Cc1c(CN2CCN(CC3CCCCC3)C(CCO)C2)cnn1C (stereo unspecified),-4.5
COc1ccccc1C(=O)C1CCCN(C(=O)c2cccc(N3CCOCC3)c2)C1 (stereo unspecified),-7.9
Cc1nnc(CN(CCN2CCOCC2)c2ccccc2)o1,-3.8
COc1cc(Cl)c(C)cc1NCC(=O)N1CCc2ccccc2C1,-17.2
CCOC(=O)N1CCN(C(c2ccc(C)cc2)C2Sc3nc(C)nn3C2=O)CC1 (stereo unspecified),-7.7
O=C(CSc1ncccn1)NC(=O)NC12CC3CC(CC(C3)C1)C2,-1.1
CC(C)(CNC(=O)CCc1ccco1)c1ccc(Br)cc1,-1.5
O=C1c2ccccc2C(=O)N1CC1CC2C=CC1C2 (stereo unspecified),-7.5
Cc1nn(C)cc1-c1ccnc(NCC(C)Oc2cccnc2)n1 (stereo unspecified),-32.8
CSC(C)CCN1CCc2cc(-c3ccc(N4CCOCC4)cc3)cnc21 (stereo unspecified),-0.1
CCOC(=O)C(C(=O)OCC)C(CC(=O)C1CC1)c1ccccc1 (stereo unspecified),-4.2
CC(=O)[C@]1(O)Cc2c(O)c3c(c(O)c2[C@@H](O[C@H]2C[C@H](N)[C@H](O)[C@H](C)O2)C1)C(=O)c1ccccc1C3=O,90.4*
O=S(=O)(c1c(Cl)cccc1Cl)N(Cc1ccccc1F)C1CC1,-6.6
O=C1C(=S(O)c2ccc(Cl)cc2)C(=O)c2cccc3cccc1c23 (stereo unspecified),-2.0
Cc1ccc2[nH]c(CCC(=O)N3CCC4(CCCO4)CC3)nc2c1C,-18.3
Cc1nc(SCC#N)c(C#N)c(C)c1Cl,-6.2
COCCCNC(=O)c1cc2cn(Cc3cccs3)cc2cn1,3.6
CCCCC(CC)COC(=O)CC(C(=O)OCC(CC)CCCC)S(=O)(=O)O (stereo unspecified),0.5
N#CCSc1ccccc1C(=O)NCc1ccccc1F,-4.4
CCC(OC1CCCC1)C(=O)Nc1ccc(C)c(-n2nnnc2C)c1 (stereo unspecified),-13.7
Cn1nc(C(C)(C)C)c2c1NC(=O)CC2c1ccnn1-c1ccccc1 (stereo unspecified),-11.3
# Following part
SMILES,mcGAS RapidFire
COc1ccc(C2C3C(=O)CC(C)(C)CC3=Nc3ccccc3N2C(=S)Nc2ccccc2)cc1OC (stereo unspecified),-9.2
C=Cc1ccc(Cn2c(C)c(C(=O)N(C)Cc3ccc(F)cc3)sc2=O)cc1,-0.9
COc1ccc(-c2ccc3c(c2)N(Cc2cc(F)cc(F)c2)C(=O)COC3)cn1,-12.9
C=CCn1c(=NC(=O)C2=COCCO2)sc2cc(C(=O)OC)ccc21,-9.0
NCC1(CN2CCOCC2)CCCCC1,-11.6
CC(C)CCNC(=O)NC(=O)CSc1nccn1C,-10.0
O=C(O)c1cc(CCc2ccccc2)ccc1O,-2.5
N#Cc1nccnc1NC1CCCN(c2ccc(OC(F)F)cc2)C1 (stereo unspecified),-2.0
Cc1nc(-c2cccc(Br)c2)ccc1C(=O)NCc1ccc(C(=O)N2CCCC2)cc1,-5.9
CN1C(=O)C(CC(=O)NCc2nc3cc(C(C)(C)C)ccc3o2)N(C)C1=O (stereo unspecified),7.0
c1ccc2c(Cc3c[nH]c4ccccc34)c[nH]c2c1,-14.0
COc1ccc(Cl)c2sc(N(Cc3cccnc3)C(C)=O)nc12,-7.9
Cc1ccc2cc(CN(C)Cc3nc(C)no3)c(N3CCOCC3)nc2c1,-17.3
O=C(c1cnn2c1NC(c1ccccc1)CC2C(F)F)N1N=C(C(F)F)CC1(O)C(F)F (stereo unspecified),-5.5
